High-throughput results (PubChem)
3CLpro inhibitor: SARS-CoV 3CLpro protease inhibition | P0C6X7 | recombinant SARS-CoV 3CLpro, quenched FRET peptide cleavage | inhibition, % at 6 µM | actives 0.14% (n = 290,000) | AID 1706; in the data active means inhibition above about 12%
BoNT-F LC inh: BoNT F light chain protease inhibition; Multiplex microsphere protease cleavage assay, flow cytometry; inhibition, % at 10 µM; actives 0.22% (n = 360,000); AID 588497; in the data active means inhibition above about 35%, passing the limit was not always enough; inconclusive means no clear call, values can overlap the other calls; further: plate controls were buffer without enzyme for full effect and enzyme alone for no effect
PriA SSB inh: inhibitors of Klebsiella pneumoniae PriA binding to SSB C-terminal tail. AlphaScreen SSBct-PriA binding, biotinylated peptide. inhibition, % at 33 µM. actives 0.6% (n = 430,000); in the data active means inhibition mostly above about 37%, no sharp cut-off; inactive means mostly below about 20%;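 further: plate controls were negative control peptide for no effect and reference peptide for full effect; strong numbers were not always called active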
PrPC surface inh: cell surface PrPC inhibition, primary TR-FRET screen | TR-FRET read-out | actives 0.43% (n = 370,000) | inhibition, % at 13.8 µM; in the data active means inhibition above about 24%; further: 0% = median of the test wells and 100% = reference compound wells
Anthrax LF inh2: blocks Bacillus anthracis lethal factor protease; P15917; multiplex microsphere protease cleavage assay, LF; inhibition, % at 10 µM; actives 0.12% (n = 360,000); AID 588501; further: plate controls were buffer without enzyme for full effect and enzyme alone for no effect
CCHF vOTU inh: CCHFV vOTU protease inhibition; inhibition, % at 11.5 µM; Pep-AMC fluorescence; actives 0.55% (n = 370,000); in the data active means inhibition above about 30%; further: 0% = vehicle wells with enzyme and 100% = no enzyme wells
MazEF act: increases E. coli MazEF RNase cleavage of RNA; activation, % at 20 µM; actives 0.32% (n = 350,000); FAM/BHQ RNA-DNA oligo cleavage fluorescence, 5 h; AID 504720; in the data active means activation above about 50%
Target sequence (P0AE70 whole entry, looked up): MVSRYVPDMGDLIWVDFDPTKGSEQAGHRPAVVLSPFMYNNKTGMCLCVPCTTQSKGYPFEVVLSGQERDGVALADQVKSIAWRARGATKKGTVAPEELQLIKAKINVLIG
DUSP3 inh: blocks human VHR1 dual specificity phosphatase; inhibition, % at 13.3 µM; recombinant VHR phosphatase, pNPP absorbance; actives 0.52% (n = 290,000); AID 1654; P51452; in the data active means inhibition above about 50%; further: some compounds called inactive have numbers as strong as hits
Target sequence (P51452 whole entry, looked up): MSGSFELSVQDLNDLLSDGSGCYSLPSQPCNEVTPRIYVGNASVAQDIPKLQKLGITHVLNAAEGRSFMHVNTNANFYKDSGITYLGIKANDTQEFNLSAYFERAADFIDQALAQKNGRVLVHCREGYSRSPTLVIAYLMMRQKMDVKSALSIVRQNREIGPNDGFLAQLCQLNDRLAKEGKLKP
BoNT A protease: blocks Botulinum neurotoxin A light chain protease; multiplex microsphere protease substrate cleavage, flow cytometry; inhibition, % at 10 µM; actives 0.17% (n = 360,000); further: plate controls were buffer without enzyme for full effect and enzyme alone for no effect
Rv3671c inh: inhibitors of M. tuberculosis serine protease Rv3671c; inhibition, % at 5.96 µM; actives 0.048% (n = 320,000); in the data active means inhibition above about 38%;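 further: extracellular domain of Rv3671c used as enzyme; 0% = enzyme with DMSO and 100% = no enzyme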
Target sequence (P9WHR9 whole entry, looked up, the tested form may be a part): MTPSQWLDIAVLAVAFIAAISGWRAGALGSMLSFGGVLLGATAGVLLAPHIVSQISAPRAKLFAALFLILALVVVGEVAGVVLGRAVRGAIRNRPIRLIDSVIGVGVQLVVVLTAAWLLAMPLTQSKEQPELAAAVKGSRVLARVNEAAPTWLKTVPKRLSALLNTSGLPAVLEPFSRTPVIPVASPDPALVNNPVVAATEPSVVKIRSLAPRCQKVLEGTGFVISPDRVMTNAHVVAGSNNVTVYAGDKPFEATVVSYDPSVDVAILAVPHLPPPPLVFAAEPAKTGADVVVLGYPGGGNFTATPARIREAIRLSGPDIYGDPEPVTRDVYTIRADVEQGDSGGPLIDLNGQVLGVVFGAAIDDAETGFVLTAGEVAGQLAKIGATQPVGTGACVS
An asterisk follows results filed as active; ? = inconclusive; . = not tested or not shown; & = joins results of further samples. Unless noted, no stated cut-off is given here; in the data, active means inhibition above about 30%; inconclusive means no clear call, values can overlap the other calls; inactive means below that. Only part of the results is shown; rates above refer to the full screens.

SMILES	3CLpro inhibitor	BoNT-F LC inh	PriA SSB inh	PrPC surface inh	Anthrax LF inh2	CCHF vOTU inh	MazEF act	DUSP3 inh	BoNT A protease	Rv3671c inh
Cc1cc(NC(=O)CSc2nnc(C)n2-c2ccccc2)no1	4	-6	-3	-4	0	10	-11	39	0.6	-2
CC1CN(c2cc(=O)n(-c3cccc(Br)c3)c(=O)[nH]2)CC(C)O1 (centres undefined)	.	-6	10&-6	-2	-9	0	1	5	-1.1	5
O=C1C(Cl)=C(NC(=O)c2ccccc2)C(=O)C(Cl)=C1NC(=O)c1ccccc1	-4	-12	1	-19	-5	97*	-2	30	2.9	-119
COc1ccccc1-c1nc(SCC(=O)O)n[nH]1	-1	-10	0	2	-6	9	6	-9	-1.1	0
COc1cc(NS(=O)(=O)c2ccc(N/C=C(\C=O)c3nc4ccccc4o3)cc2)nc(OC)n1	0	-6	1	-2	-6	10	-4	14	-1.1	-10
CCN(CC)C(=O)C1=C(C)Nc2ncnn2C1c1cccnc1 (centres undefined)	2	1	7	0	1	9	4	-3	-0.5	-2
COc1ccc2c(c1)C(C)CC(C)(C)N2C(=O)NC1CCCCC1 (centres undefined)	-2	-8	23	2	-2	1	4	-11	-0.9	0
COCCOC(=O)c1cc(C(=O)c2cc(F)ccc2O)coc1=N	1	-10	-11	-2	1	-8	13	-4	1.3	1
Cc1ccc(S(=O)(=O)N2CC=C(C(=O)NCCC(C)C)CC2)cc1	-5	-1	-4	-5	-4	5	1	12	0.8	-7
COc1ccc2cc(C(=O)NCCO)sc(=O)c2c1OC	-4	2	-8	-14	-6	1	2	8	-0.6	-5
O=c1[nH]cnc2cc(Cl)ccc12	2	3	-1	-4	-4	7	-1	8	-0.4	2
CC(C)(C)C1CCC(=O)N2CCC[C@]2(c2ccccc2)C1 (some centres undefined)	.	3	.	8	-15	2	.	.	-0.1	.
COc1ccccc1OCCOC(=O)Nc1ccccc1	2	-1	-24	-3	0	-3	-2	-4	-0.3	-3
COc1ccc(N(CC(=O)NCc2ccc(F)cc2)C(=O)c2snc(C(N)=O)c2N)cc1OC	-1	-3	-12	-23	-4	7	3	48	-1.6	0
O=C(O)CN1C(=O)/C(=C\c2cccc(OCc3ccccc3)c2)SC1=S	2	4	-1	-10	-20	25	-6	16	-1.8	-8
NS(=O)(=O)c1ccc(NCc2cc(Cl)ccc2OCc2ccc(F)cc2)cc1	-3	-1	-1	8	-1	-9	-15	-5	-2.1	-9
Cc1cc(/C=C2/C(=N)N3C(=NC2=O)SN=C3S(C)(=O)=O)c(C)n1-c1ccccc1F	6	-2	5	-6	0	-2	-7	1	0.2	-3
CCCn1c(C)nnc1SCC(=O)NC1CCCCC1	2	1	-6	-3	0	25	0	6	0.2	-4
C=CCOc1ccc(C2C(C#N)=C(N)N(Nc3ccccc3)C3=C2C(=O)CC(C)(C)C3)cc1OC (centres undefined)	-4	.	8	8	.	8	9	14	.	4
O=[N+]([O-])c1ccc(SCCO)nc1SCCO	3	?	2	-35	-8	-7	4	18	?	8
COc1ccc(CCn2c(=S)[nH]c3ccc(N4CCOCC4)cc3c2=O)cc1OC	-3	-1	5	1	-6	-8	2	-5	-0.7	2
Cc1cnc(NC(=O)C(C)N2C(=O)C3CC=CCC3C2=O)s1 (centres undefined)	-3	-4	-10	0	-2	-3	6	-8	-2.6	2
CCNc1nc(CSc2ccccc2)nc2sc(C)c(C)c12	-1	-1	-29	8	-2	-3	-8	-12	0.8	-13
N#Cc1ccccc1NC(=O)COC(=O)/C=C/c1ccc(S(=O)(=O)N2CCOCC2)cc1	.	-8	-9	3	-3	-1	11	.	0.4	-1
Cn1cc(C(=O)c2ccc(Cl)cc2)cc1-c1nc2ccccc2n1C	2	-8	-1	20	0	13	-10	14	0.0	3
CN(C(=O)COC(=O)c1nn(C)c(=O)c2ccccc12)c1c(N)n(Cc2ccccc2)c(=O)[nH]c1=O	.	2	-9	3	3	-7	4	.	-2.4	7
Cc1ccccc1N1CCN(C2CCCN(C(=O)COc3ccccc3)C2)CC1 (centres undefined)	12	6	-5	-11	-3	17	3	4	2.2	9
CCN(CC(=O)Nc1ccc2c(c1)OCCO2)CC(=O)Nc1ccc(C)c(S(=O)(=O)N(C)C)c1	.	-12	-1	-5	-2	7	-1	.	-1.1	7
N[C@@H](Cc1ccccc1)C(=O)N1C[C@H]2C[C@@H](C1)c1cccc(=O)n1C2	1	-18	.	16	-9	15	2	13	-1.1	-3
Cc1ccc(C)c(N2CCN(C(=O)CCS(=O)(=O)c3ccc4c(c3)NC(=O)C(C)S4)CC2)c1 (centres undefined)	13*	-3	-7	1	-3	-1	5	-6	-0.4	7
Cc1nnc(SCc2cc(=O)[nH]c(/N=C(\N)Nc3ccccc3Sc3ccccc3)n2)s1	0	-4	.	0	-2	-13	5	13	-0.8	0
COc1cccc2[nH]c3c(Cl)ncnc3c12	0	-7	-18	5	-1	-47	-2	7	0.1	8
Cn1c(=O)c2c(nc(Cl)n2Cc2ccc(Cl)c(Cl)c2)n(C)c1=O	-1	-10	-4	5	-4	-1	7	31	-1.0	-1
O=C(CCC(=O)c1ccc(Br)cc1)Nc1cccc(C(F)(F)F)c1	1	2	-7	6	-2	8	-10	18	0.0	-23
COc1ccc(C(OC(=O)c2ccco2)C(=O)NCc2ccc(C)cc2)cc1 (centres undefined)	0	23	-8	5	-1	-3	-5	15	1.1	-10
CC1CCN(S(=O)(=O)c2ccc(NC(=O)C3CCN(C(=O)c4ccco4)CC3)cc2)CC1	-3	6	-6	14	-2	25	-6	39	-4.2	-1
O=C(Nn1cnnc1)c1cc(-c2cccc(Br)c2)nc2ccccc12	2	-6	-5	8	-3	-11	-5	-5	-0.7	-1
Cc1ccc(N2C(=O)CC(N3CCN(c4ccccn4)CC3)C2=O)cc1 (centres undefined)	9	-2	1	-3	-2	-2	-21	28	-0.3	-7
N#Cc1nc(Nc2cc(F)cc(F)c2)c2ncn(CC(F)F)c2n1	.	-5	-8	11	4	7	8	.	-0.4	-25
CC1(C(=O)O)CCCN(C(=O)C2(c3ccc(Cl)cc3)CCCC2)C1 (centres undefined)	.	-10	.	-1	-3	10	.	.	0.0	.
CC(C)N(Cc1ccccc1)C(=O)CN1C(=O)NC(Cc2ccccc2)(c2ccccc2)C1=O (centres undefined)	3	3	9	0	-1	-7	0	0	-0.4	-2
CNC(=O)COc1coc(CN2CCN(C(=O)c3ccco3)CC2)cc1=O	.	-4	-8	-4	0	16	7	.	-2.8	-8
CCCCN(C(=O)C1CCC1)c1c(N)n(CCC)c(=O)[nH]c1=O	.	1	-9	5	-4	5	6	.	1.0	-4
COC(=O)c1ccc(C23CC4(C2)[C@H](CN(Cc2ccc(-c5ccccc5)cc2)[C@@H]4c2ccccc2)C3c2ccccc2)cc1 (some centres undefined)	.	-7	19	6	-6	-1	-38	22	-0.1	-11
COC(=O)[C@]1(Cc2ccccc2)N[C@H](CN(C)C(=O)c2ccc(C)cc2)[C@@H]2C(=O)N(C)C(=O)[C@@H]21	.	-2	-6	7	-4	-8	4	.	0.0	1
CN1C(=O)C(O)(C2COC(C)(C)CC2=O)c2cc(Br)ccc21 (centres undefined)	1	3	-17	-30	-7	5	2	-9	0.2	-14
COc1ccc(S(=O)(=O)N(CCCN2CCOCC2)Cc2cccc(OC)c2OC)cc1	-9	-6	1	-5	-1	-15	1	12	-1.2	8
Nc1ccccc1Sc1ccccc1[N+](=O)[O-]	1	-5	29	0	1	12	3	10	-0.5	-11
COc1ccc2oc(C(=O)N3CCN(c4ncccn4)CC3)c(C)c2c1	3	0	-8	3	3	-2	3	23	-0.3	-1
Clc1ccccc1-c1nc2ccccc2c2nc3ccccc3n12	0	-2	-4	0	0	-15	0	42	0.0	0

Record cards, as listed above. Order of values: 3CLpro inhibitor | BoNT-F LC inh | PriA SSB inh | PrPC surface inh | Anthrax LF inh2 | CCHF vOTU inh | MazEF act | DUSP3 inh | BoNT A protease | Rv3671c inh
COc1ccc(S(=O)(=O)N(CCCN2CCOCC2)Cc2cccc(OC)c2OC)cc1 as listed: -9 | -6 | 1 | -5 | -1 | -15 | 1 | 12 | -1.2 | 8
COc1ccc2oc(C(=O)N3CCN(c4ncccn4)CC3)c(C)c2c1 as listed: 3 | 0 | -8 | 3 | 3 | -2 | 3 | 23 | -0.3 | -1
COC(=O)[C@]1(Cc2ccccc2)N[C@H](CN(C)C(=O)c2ccc(C)cc2)[C@@H]2C(=O)N(C)C(=O)[C@@H]21 as listed: . | -2 | -6 | 7 | -4 | -8 | 4 | . | 0.0 | 1

(listing goes on)
SMILES	3CLpro inhibitor	BoNT-F LC inh	PriA SSB inh	PrPC surface inh	Anthrax LF inh2	CCHF vOTU inh	MazEF act	DUSP3 inh	BoNT A protease	Rv3671c inh
O=C(NC(C(=O)c1ccccc1)N1CCCCC1)c1ccccc1 (centres undefined)	-1	2	-22	-3	-15	20	9	14	-0.5	-8
Cn1c(-c2ccc3c(c2)OCO3)cnc1NCc1ccccc1	3	5	4	-5	-8	-6	2	35	2.2	4
Cc1ccc(NC(=O)CSc2ccc3nnc(CCNC(=O)c4ccccc4)n3n2)c(C)c1	0	-24	2	-1	0	14	2	43	-0.6	-9
CC(C)C(C)NC(=O)COc1ccc(-c2ccccc2)cc1 (centres undefined)	-3	-2	-22	1	0	1	6	2	-1.0	2
CCCOc1ccc(C(=O)NCC(c2ccco2)N(C)C)cc1 (centres undefined)	3	-3	-3	6	-1	-6	2	10	0.1	-2
Cc1ccc(NC(=O)CCN2CCN(C/C=C/c3ccccc3)CC2)cc1	-2	-2	-13	-8	-4	5	2	16	-0.3	-9
CC(=O)NCCC(=O)N1CCc2c([nH]c3ccccc23)C1c1cccc(Cl)c1 (centres undefined)	5	1	7	-2	-2	-19	3	25	0.6	2
c1ccc(C2CSc3ccccc3N2)cc1 (centres undefined)	5	15	-5	-2	-6	12	2	-10	-0.3	8
Cc1cc(C)nc(NC2=NCC(=O)N2c2ccc(F)c(Cl)c2)n1	0	-4	-2	-1	-8	2	-4	18	-0.3	1
O=C(/C=C/c1c(Cl)cccc1Cl)N1CCN(c2ncccn2)CC1	8	8	-4	6	1	1	7	16	0.1	-6
O=C1CCCCC1Sc1nnc(Cc2cccs2)n1CCc1ccccc1 (centres undefined)	1	-13	-1	-2	3	18	-3	44	0.6	-2
Fc1ccc2nc(Nc3nc4cc5c(cc4s3)OCO5)sc2c1	-2	-1	-1	-6	-1	-6	3	3	-0.2	-11
CCOC(=O)C1=CC[C@H]2c3c(c4ccccc4n3C)C(=O)C1N2C(=O)OC(C)(C)C	.	0	7	0	0	0	3	.	-0.5	2
O=C(c1ccc(S(=O)(=O)N2CCCCCC2)cc1)N1CCCC(C(F)(F)F)C1 (centres undefined)	.	12	1	0	0	-3	0	.	1.8	3
CCOC(=O)c1c[nH]n2c(=S)ncnc12	.	1	.	7	-2	9	8	.	-0.6	.
Cc1cnc(-c2nnc(N(C)C(=O)C3CCOC3)s2)cn1 (centres undefined)	-4	15	-6	-8	0	-3	4	14	0.7	-5
CCc1ccccc1NC(=S)N(CCCN(C)C)Cc1cc2cc3c(cc2[nH]c1=O)OCO3	3	-5	-4	-5	-9	-31	12	-5	-0.5	-12
O=S(=O)([O-])C/C(=C\c1ccc(Cl)cc1)c1cc[n+](CCO)cc1	-6	1	0	-12	-13	2	-7	32	-0.4	5
Cn1c(=S)[nH]c2c(c1=O)C(C)(C)Cc1ccccc1-2	-2	1	-3	11	-1	-2	-1	-3	0.2	8
O=C(CCc1ccccc1)NC1C2CC3CC(C2)CC1C3 (centres undefined)	0	-22	-9	10	-7	-11	-10	-7	2.4	-6

Shown with each value named: two of the compounds above.
O=C(c1ccc(S(=O)(=O)N2CCCCCC2)cc1)N1CCCC(C(F)(F)F)C1 (centres undefined)
  3CLpro inhibitor: .; BoNT-F LC inh: 12; PriA SSB inh: 1; PrPC surface inh: 0; Anthrax LF inh2: 0; CCHF vOTU inh: -3; MazEF act: 0; DUSP3 inh: .; BoNT A protease: 1.8; Rv3671c inh: 3

Fc1ccc2nc(Nc3nc4cc5c(cc4s3)OCO5)sc2c1
  3CLpro inhibitor: -2; BoNT-F LC inh: -1; PriA SSB inh: -1; PrPC surface inh: -6; Anthrax LF inh2: -1; CCHF vOTU inh: -6; MazEF act: 3; DUSP3 inh: 3; BoNT A protease: -0.2; Rv3671c inh: -11
